High-throughput results from PubChem.
TRPC4 act: TRPC4 (mouse) channel activation | HEK293 TRPC4beta/mu-opioid, Fluo4 calcium fluorescence; hits give high values | B-score at 10 µM | Q9QUQ5 | AID 2237 | 310,000 tested, 0.49% active;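 active = B-score above 5 SD of library B-scores, and initial fluorescence ratio not above library mean plus 5 SD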;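 also: positive B-score marks a calcium rise read as TRPC4 activation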
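Incubation: 45 min room-temperature Fluo4 loading, 110 s read / System: HEK293 cells stably co-expressing mouse TRPC4beta and mu-opioid receptor / Signal: Fluo4 fluorescence, kinetic / Control set: buffer (low) and maximal DAMGO (high) / Measure: integrated baseline-normalised fluorescence ratio, converted to per-well B score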
SKKanGAS inh: blocks kanamycin growth of S. pyogenes SKKanGAS strain; BacTiter-Glo, 6 h; 300,000 tested, 1.3% active; AID 1662; inhibition, % at 7.5 µM;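 active = mean replicate score, as percent of positive control median, at least 50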;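 also: strain carries kanamycin resistance gene driven by streptokinase promoter and grows in 40 µg/ml kanamycin; loss of luminescence reflects streptokinase promoter inhibition or plain growth inhibition; 0% = median of DMSO wells and 100% = positive control at its reference dose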
TRPC6 inhibitor: inhibitors of mouse TRPC6 channel. Q61143. 310,000 tested, 1.1% active. B-score at 10 µM. HEK293-TRPC6, membrane potential dye, ACh-evoked depolarization; hits give low values;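 active = B-score under library mean minus 3 SD, initial fluorescence not abnormally high, positive integrated signal ratio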;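 also: B-score derived from integrated fluorescence ratio over the kinetic read; more negative B-score means stronger inhibition of depolarization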
ANO1 block: inhibitors of mouse TMEM16A calcium-activated chloride channel. HEK293 TMEM16A/YFP iodide influx fluorescence, ionomycin. 310,000 tested, 1.2% active. Q8BHY3. normalized B-score (activity score, 25-100; higher = stronger inhibition) at 10 µM;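 active = ratio plate-corrected score three or more library SD toward inhibition, starting fluorescence score within five deviations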;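 also: score derived from kinetic fluorescence span divided by baseline fluorescence per well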
TRPC6 act: mouse TRPC6 channel activation. Q61143. HEK293-TRPC6 membrane potential dye fluorescence; hits give high values. B-score at 10 µM. 310,000 tested, 0.13% active. AID 2550;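 active = B-score of the integrated fluorescence ratio above library mean plus 3 SD, and starting fluorescence ratio within library mean plus 5 SD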;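 also: higher score means more depolarization so channel activation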
MrgX1 agonist: human MrgX1 receptor agonism, primary screen; Q96LB2; MrgX1-HEK293 cells, Fluo-4 calcium fluorescence, agonist mode; hits give high values; B-score at 10 µM; 310,000 tested, 0.44% active;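 active = calcium response B-score plate-corrected fluorescence ratio at least 3 library SD, with starting fluorescence B-score inside 5 SD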
Target sequence (Q96LB2 whole entry, looked up): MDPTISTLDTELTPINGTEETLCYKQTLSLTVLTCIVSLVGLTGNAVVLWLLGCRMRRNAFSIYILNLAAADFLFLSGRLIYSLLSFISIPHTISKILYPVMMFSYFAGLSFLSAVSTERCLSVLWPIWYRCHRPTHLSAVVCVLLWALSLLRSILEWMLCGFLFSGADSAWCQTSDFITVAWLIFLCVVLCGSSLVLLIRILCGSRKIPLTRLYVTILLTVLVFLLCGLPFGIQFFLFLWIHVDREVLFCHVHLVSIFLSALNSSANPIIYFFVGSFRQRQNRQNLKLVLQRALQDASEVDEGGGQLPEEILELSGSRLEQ
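Assay system: MrgX1-expressing HEK293 cells / Amount: fifteen thousand cells per well / Doses: test compound in the initial addition of three / Timing: cells plated overnight, dye loaded 0.5 h 37 °C, 0.5 h room temperature / Technique: kinetic calcium dye fluorescence, Fluo-4 NW / Control set: positive and negative controls per plate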
MrgX1 PAM: allosterically activates human MrgX1 receptor signaling; MrgX1-HEK293, Fluo-4 calcium flux, FDSS; hits give high values; AID 588675; B-score at 10 µM; 310,000 tested, 0.63% active;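 active = plate-corrected calcium response at least 3 library SD above typical, normal starting fluorescence, not activating the receptor alone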;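 also: compound read alongside a low EC10 to EC30 dose of BAM8-22 agonist; peak minus trough fluorescence over baseline measured at the second addition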
TMEM16A act: activators or potentiators of mouse TMEM16A chloride channel. HEK293 TMEM16A/YFP-H148Q/I152L, iodide quench fluorescence; hits give low values. AID 623877. 340,000 tested, 0.3% active. B-score at 10 µM. Q8BHY3;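 active = fluorescence-ratio B-score plate-corrected deviation score at least 3 library SD below zero, with starting fluorescence score within 5 deviations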;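 also: channel opened by trigger with iodide after compound preincubation; score built on the fluorescence ratio of max minus min over baseline; more negative score means more quench and so TMEM16A activation or potentiation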
TRPC4 block: TRPC4 (mouse) channel inhibition; Q9QUQ5; HEK293 TRPC4beta/mu-opioid, DAMGO-evoked Fluo4 calcium flux; hits give low values; B-score at 10 µM; 300,000 tested, 0.39% active;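 active = B-score over 3 SD under the library average, no early fluorescence shift, positive overall ratio signal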
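Material: HEK293 cells with stable TRPC4beta plus mu-opioid receptor expression / Probe or stimulus: DAMGO in two steps, submaximal then maximal / Compound: single concentration per test compound / Technique: kinetic Fluo4 fluorescence imaging of calcium influx / Read-out: per-well B score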
MrgX1 antagonist: human MrgX1 receptor antagonism, primary screen. MRGX1-HEK293 calcium flux, Fluo-4, BAM8-22 antagonism; hits give low values. 310,000 tested, 1.3% active. AID 588676. B-score at 10 µM;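 active = calcium-response B-score plate-corrected more than 3 library SD below zero, starting fluorescence within 5 deviations, no agonist response on first addition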;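 also: peak minus trough fluorescence over baseline after final BAM8-22 challenge near maximal dose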
TRPC4 potent: allosteric potentiators of mouse TRPC4 channel. Q9QUQ5. HEK293 TRPC4beta/mu-opioid, DAMGO EC20, Fluo-4 Ca2+ flux; hits give high values. B-score at 10 µM. 310,000 tested, 0.42% active;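 active = B-score of calcium response area above 5 SD of library B-scores, with initial fluorescence ratio within 5 SD of library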;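 also: B-score of integrated fluorescence ratio over time as area under calcium response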
* = called active by the depositor.

Screening COc1ccc(CNC(=O)CCC(=O)Nc2nnc(C(F)(F)F)s2)cc1 returned TRPC4 act inactive, SKKanGAS inh -7.2, TRPC6 inhibitor inactive, ANO1 block inactive, TRPC6 act inactive, MrgX1 agonist inactive, MrgX1 PAM inactive, TMEM16A act inactive, TRPC4 block inactive, MrgX1 antagonist inactive and TRPC4 potent inactive.
Screening CC(=O)N1CCC(=NNC(=O)CSc2cc(C)c(Br)cc2C)CC1 returned TRPC4 act inactive, SKKanGAS inh -2.9, TRPC6 inhibitor inactive, ANO1 block inactive, TRPC6 act inactive, MrgX1 agonist inactive, MrgX1 PAM inactive, TMEM16A act inactive, TRPC4 block inactive, MrgX1 antagonist inactive and TRPC4 potent inactive.
For CC1CCN(CCNC(=O)C2CCCN(S(=O)(=O)c3cccc4nonc34)C2)CC1 (stereo unspecified) the results were TRPC4 act inactive, SKKanGAS inh 0.0, TRPC6 inhibitor inactive, ANO1 block inactive, TRPC6 act inactive, MrgX1 agonist inactive, MrgX1 PAM inactive, TMEM16A act inactive, TRPC4 block inactive, MrgX1 antagonist inactive and TRPC4 potent inactive.
Cc1ccccc1C(=O)N1CCC(C(=O)Nc2nccs2)CC1 was read as TRPC4 act inactive, SKKanGAS inh 3.3, TRPC6 inhibitor inactive, ANO1 block inactive, TRPC6 act inactive, MrgX1 agonist inactive, MrgX1 PAM inactive, TMEM16A act inactive, TRPC4 block inactive, MrgX1 antagonist inactive and TRPC4 potent inactive.
Screening O=C(CN1CCN(c2ccccn2)CC1)Nc1ccc(Cl)c(C(F)(F)F)c1 returned TRPC4 act inactive, SKKanGAS inh 4.4, TRPC6 inhibitor inactive, ANO1 block inactive, TRPC6 act inactive, MrgX1 agonist inactive, MrgX1 PAM inactive, TMEM16A act inactive, TRPC4 block inactive, MrgX1 antagonist inactive and TRPC4 potent inactive.
Screening O=c1cc(CN2CCN(c3ccccc3O)CC2)nc2sccn12 returned TRPC4 act inactive, SKKanGAS inh -7.5, TRPC6 inhibitor inactive, ANO1 block inactive, TRPC6 act inactive, MrgX1 agonist inactive, MrgX1 PAM inactive, TMEM16A act inactive, TRPC4 block inactive, MrgX1 antagonist inactive and TRPC4 potent inactive.
Screening COc1ccccc1C1/C(=C(/O)c2ccc(C)cc2)C(=O)C(=O)N1CCN1CCOCC1 (stereo unspecified) returned TRPC4 act inactive, SKKanGAS inh -1.1, TRPC6 inhibitor inactive, ANO1 block inactive, TRPC6 act inactive, MrgX1 agonist inactive, MrgX1 PAM inactive, TMEM16A act inactive, TRPC4 block inactive, MrgX1 antagonist inactive and TRPC4 potent inactive.
For COc1cccc(NC(=O)Cc2cccs2)c1 the results were TRPC4 act inactive, SKKanGAS inh -0.3, TRPC6 inhibitor inactive, ANO1 block inactive, TRPC6 act inactive, MrgX1 agonist inactive, MrgX1 PAM inactive, TMEM16A act inactive, TRPC4 block inactive, MrgX1 antagonist inactive and TRPC4 potent inactive.
`Cc1cc(NC(=O)c2cc(-c3ccccn3)nc3ccccc23)no1` gave TRPC4 act inactive, SKKanGAS inh 2.1, TRPC6 inhibitor inactive, ANO1 block inactive, TRPC6 act inactive, MrgX1 agonist inactive, MrgX1 PAM inactive, TMEM16A act inactive, TRPC4 block inactive, MrgX1 antagonist inactive and TRPC4 potent inactive.
Cn1c(=NC(=O)CCS(=O)(=O)c2ccccc2)sc2cc(F)ccc21 was read as TRPC4 act inactive, SKKanGAS inh -9.7, TRPC6 inhibitor inactive, ANO1 block inactive, TRPC6 act inactive, MrgX1 agonist inactive, MrgX1 PAM inactive, TMEM16A act inactive, TRPC4 block inactive, MrgX1 antagonist inactive and TRPC4 potent inactive.
For CC1(C)CC(=O)C(/C=N/c2ncccc2C(=O)O)=C(O)C1 the results were TRPC4 act inactive, SKKanGAS inh -6.2, TRPC6 inhibitor inactive, ANO1 block inactive, TRPC6 act inactive, MrgX1 agonist inactive, MrgX1 PAM inactive, TMEM16A act inactive, TRPC4 block inactive, MrgX1 antagonist inactive and TRPC4 potent inactive.
Cc1ccc(CN2C(=O)CSC2c2ccc(F)cc2)cc1 (stereo unspecified) was read as TRPC4 act inactive, SKKanGAS inh 4.2, TRPC6 inhibitor inactive, ANO1 block inactive, TRPC6 act inactive, MrgX1 agonist inactive, MrgX1 PAM inactive, TMEM16A act inactive, TRPC4 block inactive, MrgX1 antagonist inactive and TRPC4 potent inactive.
CC(C)CN(C(=O)c1ccc(N2CCCC2=O)cc1)C1CCS(=O)(=O)C1 (stereo unspecified) was read as TRPC4 act inactive, TRPC6 inhibitor inactive, ANO1 block inactive, TRPC6 act inactive, MrgX1 agonist inactive, MrgX1 PAM inactive, TMEM16A act inactive, TRPC4 block inactive, MrgX1 antagonist inactive and TRPC4 potent inactive.
Screening Cc1ccc(SCC(=O)N2CC(C)OC(C)C2)cc1 (stereo unspecified) returned TRPC4 act inactive, SKKanGAS inh 8.3, TRPC6 inhibitor inactive, ANO1 block inactive, TRPC6 act inactive, MrgX1 agonist inactive, MrgX1 PAM inactive, TMEM16A act inactive, TRPC4 block inactive, MrgX1 antagonist inactive and TRPC4 potent inactive.
`C/C(=N\NC(=O)c1cccs1)c1ccncc1` gave TRPC4 act inactive, SKKanGAS inh -1.2, TRPC6 inhibitor inactive, ANO1 block inactive, TRPC6 act inactive, MrgX1 agonist inactive, MrgX1 PAM inactive, TMEM16A act inactive, TRPC4 block inactive, MrgX1 antagonist inactive and TRPC4 potent inactive.
Cc1cc2c(cc1S(=O)(=O)NCc1ccccc1)n(C)c(=O)c(=O)n2C was read as TRPC4 act inactive, SKKanGAS inh -0.9, TRPC6 inhibitor inactive, ANO1 block inactive, TRPC6 act inactive, MrgX1 agonist inactive, MrgX1 PAM inactive, TMEM16A act inactive, TRPC4 block inactive, MrgX1 antagonist inactive and TRPC4 potent inactive.
For Cc1cc(CNC(=O)c2ccc3nc(Cc4ccccc4F)oc3c2)nn1C the results were TRPC4 act inactive, SKKanGAS inh 0.2, TRPC6 inhibitor inactive, ANO1 block inactive, TRPC6 act inactive, MrgX1 agonist inactive, MrgX1 PAM inactive, TMEM16A act inactive, TRPC4 block inactive, MrgX1 antagonist inactive and TRPC4 potent inactive.
Screening O=C(CSC1=NS(=O)(=O)c2ccccc2N1)NCCc1ccccc1 returned TRPC4 act inactive, SKKanGAS inh -2.3, TRPC6 inhibitor inactive, ANO1 block inactive, TRPC6 act inactive, MrgX1 agonist inactive, MrgX1 PAM inactive, TMEM16A act inactive, TRPC4 block inactive, MrgX1 antagonist inactive and TRPC4 potent inactive.
O=C(Cc1c(F)cccc1Cl)Nc1ccccc1C(=O)N1CCCCC1 was read as TRPC4 act inactive, SKKanGAS inh -9.1, TRPC6 inhibitor inactive, ANO1 block inactive, TRPC6 act inactive, MrgX1 agonist inactive, MrgX1 PAM inactive, TMEM16A act inactive, TRPC4 block inactive, MrgX1 antagonist inactive and TRPC4 potent inactive.
`CCc1ccc2[nH]c(=O)c(C(c3nnnn3Cc3ccco3)N3CCC(C)CC3)cc2c1` (stereo unspecified) gave TRPC4 act inactive, SKKanGAS inh -0.4, TRPC6 inhibitor inactive, ANO1 block inactive, TRPC6 act inactive, MrgX1 agonist inactive, MrgX1 PAM inactive, TMEM16A act inactive, TRPC4 block inactive, MrgX1 antagonist inactive and TRPC4 potent inactive.
For O=C(NCC1CCCN1S(=O)(=O)c1cccs1)c1ccc(Cl)cc1 (stereo unspecified) the results were TRPC4 act inactive, SKKanGAS inh -0.7, TRPC6 inhibitor inactive, ANO1 block inactive, TRPC6 act inactive, MrgX1 agonist inactive, MrgX1 PAM inactive, TMEM16A act inactive, TRPC4 block inactive, MrgX1 antagonist -5.65* and TRPC4 potent inactive.
Screening O=C(O)c1ccccc1-c1nc2ccccc2[nH]1 returned TRPC4 act inactive, SKKanGAS inh -2.8, TRPC6 inhibitor inactive, ANO1 block inactive, TRPC6 act inactive, MrgX1 agonist inactive, MrgX1 PAM inactive, TMEM16A act inactive, TRPC4 block inactive, MrgX1 antagonist inactive and TRPC4 potent inactive.
Screening O=C(NCCSc1ccc(Cl)cc1)c1ccc(CN2CCOCC2)cc1 returned TRPC4 act inactive, SKKanGAS inh -2.2, TRPC6 inhibitor inactive, ANO1 block inactive, TRPC6 act inactive, MrgX1 agonist inactive, MrgX1 PAM inactive, TMEM16A act inactive, TRPC4 block inactive, MrgX1 antagonist inactive and TRPC4 potent inactive.
Screening CCS(=O)(=O)NC(C)C(c1cccs1)N1CCN(c2ccc(OC)cc2)CC1 (stereo unspecified) returned TRPC4 act inactive, SKKanGAS inh -1.2, TRPC6 inhibitor inactive, ANO1 block inactive, TRPC6 act inactive, MrgX1 agonist inactive, MrgX1 PAM inactive, TMEM16A act inactive, TRPC4 block inactive, MrgX1 antagonist inactive and TRPC4 potent inactive.
CCc1ccc(N(C2C=CS(=O)(=O)C2)S(=O)(=O)c2ccc(C)cc2)cc1 (stereo unspecified) was read as TRPC4 act inactive, SKKanGAS inh -7.1, TRPC6 inhibitor inactive, ANO1 block inactive, TRPC6 act inactive, MrgX1 agonist inactive, MrgX1 PAM inactive, TMEM16A act inactive, TRPC4 block inactive, MrgX1 antagonist inactive and TRPC4 potent inactive.
`Cc1cccc(C)c1Nc1c(-c2ccsc2)nc2ncccn12` gave TRPC4 act inactive, SKKanGAS inh -0.4, TRPC6 inhibitor inactive, ANO1 block inactive, TRPC6 act inactive, MrgX1 agonist inactive, MrgX1 PAM inactive, TMEM16A act inactive, TRPC4 block inactive, MrgX1 antagonist inactive and TRPC4 potent inactive.
C=CCn1cc(C(C)=O)c(=O)[nH]c1=O was read as TRPC4 act inactive, SKKanGAS inh -7.1, TRPC6 inhibitor inactive, ANO1 block inactive, TRPC6 act inactive, MrgX1 agonist inactive, MrgX1 PAM inactive, TMEM16A act inactive, TRPC4 block inactive, MrgX1 antagonist inactive and TRPC4 potent inactive.
